RSV antiviral HEp-2 = inhibition of RSV-induced cytopathic effect – HEp-2 cells, primary 10 µM value included (AID 2391); HEp-2 cells, RSV-induced CPE inhibition; higher % means a stronger effect; CPE inhibition, % at 10 µM; hits with a dose series show IC50 in µM; 0.13% of 310,000 active; in the data active = a potency from the dose series; also: strong numbers were not always called active
Large T inhibition = SV40 large T antigen inhibitors, biochemical (AID 1903); SV40 large T antigen ATPase/helicase inhibition assay; higher % means a stronger effect; inhibition, % at 20 µM; hits with a dose series show IC50 in µM; 0.39% of 310,000 active; in the data active = a potency from the dose series; also: strong numbers were not always called active
West Nile virus CPE = West Nile virus antiviral activity, cell-based, CPE readout (AID 1621); West Nile virus-infected cells, CPE inhibition; higher % means a stronger effect; CPE inhibition, % at 10 µM, or IC50 in µM where a hit was titrated; 0.02% of 290,000 active; in the data active = a potency from the dose series; also: strong numbers were not always called active
SIAH1 antagonists = Siah-1 peptide-binding antagonists, primary screen, biochemical, fluorescence polarization, rhodamine-plectin, uHTS (AID 1817); Siah-1 / rhodamine-plectin peptide fluorescence polarization; higher % means a stronger effect; displacement, % at 20 µM, or IC50 in µM where a hit was titrated; 0.02% of 290,000 active;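 active = displacement of at least 50% at 20 µM, with a fluorescence ratio check between 0.3 and a set limit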;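 also: plate controls were Siah plus tracer with DMSO for no effect and tracer alone without Siah for full effect; strong numbers were not always called active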
MgcRacGAP inhibition = MgcRacGAP GTPase-activating activity inhibitors, confirmation, biochemical, ADP Hunter fluorescence; one-dose inhibition, % at 30 µM; IC50 in µM for titrated hits; 0.6% of 340,000 active; MgcRacGAP-stimulated Rac1 GTP hydrolysis, ADP Hunter fluorescence; higher % means a stronger effect; GST-tagged Rac1 F28L mutant substrate;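 active = first-screen hits whose inhibition reached a set limit at any dose in the follow-up dose series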;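 also: fluorescence reports GDP produced by GAP-driven GTP hydrolysis; strong numbers were not always called active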
UTI89 phage lysis = protection from phage-mediated lysis, alamar blue read-out – E. coli UTI89, K1F phage, bacterial capsule biogenesis inhibitors (AID 488966). E. coli UTI89 K1F phage lysis, alamar blue, 2 h; higher % means a stronger effect. 0.02% of 340,000 active. inhibition, % at 100 µM, or IC50 in µM where a hit was titrated;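 active = phage lysis inhibition, versus mean bacterial control, above a set limit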;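 also: capsule biogenesis inhibitors block K1F phage lysis so surviving cells raise fluorescence; higher fluorescence means more inhibition of phage lysis; actives were called in the ten point dose series up to 300 µM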
Dengue-2 NS5 capping = flavivirus cap methylation enzyme inhibition – biochemical, confirmation dose response, primary screen (AID 588689); Dengue-2 NS5 methyltransferase capping enzyme assay, biochemical; higher % means a stronger effect; one-dose inhibition, % at 25 µM; IC50 in µM for titrated hits; 0.3% of 340,000 active; in the data active = a potency from the dose series
NTR1 agonist = NTR1-driven beta-arrestin-GFP spot formation – imaging, U2OS cells, high content, primary screen (AID 493036); P30989; agonist mode; activation, % at 20 µM; 0.17% of 330,000 active;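 active = activation at or above 40% of the spot to cytoplasm intensity ratio, with at least 20 cells analyzed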;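 also: 0% = DMSO without peptide and 100% = 100 nM NTR1 peptide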
Target sequence (P30989 whole entry, looked up): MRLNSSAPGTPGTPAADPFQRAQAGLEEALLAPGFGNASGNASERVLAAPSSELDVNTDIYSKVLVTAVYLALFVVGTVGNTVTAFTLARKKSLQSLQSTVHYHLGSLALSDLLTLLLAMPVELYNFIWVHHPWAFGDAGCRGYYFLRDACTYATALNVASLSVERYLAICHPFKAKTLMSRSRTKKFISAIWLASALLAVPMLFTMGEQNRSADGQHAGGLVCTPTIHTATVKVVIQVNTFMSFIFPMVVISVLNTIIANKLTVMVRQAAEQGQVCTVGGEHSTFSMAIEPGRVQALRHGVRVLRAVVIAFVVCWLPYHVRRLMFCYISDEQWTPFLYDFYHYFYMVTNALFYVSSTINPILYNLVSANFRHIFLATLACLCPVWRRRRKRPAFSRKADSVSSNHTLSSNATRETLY
AID2073 = disruptors of CaV2.2 binding to Mint1 – biochemical, HTRF (AID 2073). HTRF protein-protein interaction, Mint1-CaV2.2; higher % means a stronger effect. inhibition, % at 20 µM; hits with a dose series show IC50 in µM. 0.19% of 290,000 active; in the data active = inhibition mostly above about 51%, no sharp cut-off; also: some results filed as inactive read as strong as hits
NTR1 agonist cell count 20 µM = further read-out of NTR1 agonist, marked with its call; cell count; measured here: cell count, cytotoxicity flag
Dengue-2 NS5 capping pilot replicate = also measured in Dengue-2 NS5 capping; calls as there; inhibition, %; measured here: pilot screen replicate inhibition
An asterisk follows results filed as active; / = no result given; & = joins results of further samples; [ ] = remark or other dose. Outcome played no part in choosing rows; overall some 1.6% were active at least once.

SMILES | RSV antiviral HEp-2 | Large T inhibition | West Nile virus CPE | SIAH1 antagonists | MgcRacGAP inhibition | UTI89 phage lysis | Dengue-2 NS5 capping | NTR1 agonist | NTR1 agonist cell count 20 µM | AID2073 | others
CCN(CC)S(=O)(=O)c1cccc(-c2n[nH]c(=S)n2Cc2ccccc2)c1 | 0.2% | 15% | -0.7% | 0% | 11% | -0.5% | 2% | -0.6 | 43 | 9%
O=C(Nc1nc2ccccc2[nH]1)c1cccc(Cl)c1 | 1.3% | 2% | -0.8% | 11% | 1% | 0.5% | -2% | -1.6 | 60 | 2%
N#Cc1cc2c(ccc3ccccc32)oc1=O | 1.4% | 13% | -0.7% | -2% | 7% | 0.6% | 1% | 0.8 | 41 | 17%
COc1cc(Cl)ccc1OCc1cc(C(=O)N(C)CC2CCCCO2)no1 (stereo unspecified) | 4.7% | -1% | -0.3% | 4% | 12% | 0.9% | 5% | -0.3 | 61 | 30%
Cc1ccc(S(=O)(=O)NCC(=O)OCC(=O)Nc2ccc(C)c(S(=O)(=O)N3CCOCC3)c2)cc1 | / | / | / | / | -2% | 0.7%[50 µM] | -7% | 3.7 | 57 | /
COC(=O)c1ccc2[nH]cc(CCO)c2c1 | -1.0% | 6% | 0.0% | -1% | 8% | 1.0% | -10% | -1.6 | 103 | 0%
Cc1ccc(C(=O)NC2CCCCCC2)o1 | 1.6% | 5% | -0.7% | 4% | 9% | 1.9% | -3% | -1.3 | 85 | -5%
Cc1ccc(CNC(=O)CNC(=S)N(Cc2ccccc2)Cc2ccccc2F)cc1 | / | 2% | -1.6% | -1% | 7% | -0.1% | -1% | / | / | -9%
CC(=O)Nc1ccc(OCC(O)Cn2c(C)nc3ccccc32)cc1 (stereo unspecified) | 11% | 21% | 0.1% | -3% | 14% | 1.6% | -4% | 3.5 | 53 | -6%
Cc1ccc(S(=O)(=O)N2CCCCC2)cc1NC(=O)COC(=O)c1ccc(=O)[nH]c1 | 0.1% | / | / | / | 7% | 0.3%[50 µM] | -2% | 4.0 | 65 | /
CC(C)C(NC(=O)c1c(F)cccc1F)C(=O)NCc1ccncc1 (stereo unspecified) | / | / | / | / | 4% | 0.5%[50 µM] | 7% | -0.7 | 86 | /
COc1ccc(NC(=O)CCn2c(=S)[nH]c3ccccc3c2=O)cc1OC | 3.7% | 21% | 0.0% | 1% | 0% | 0.0% | -9% | -1.6 | 78 | -32%
Cc1nc(NCC2CCCO2)nc2c1C(=O)CC(C)(C)C2 (stereo unspecified) | -0.1% | 16% | 0.2% | -6% | -3% | -0.6% | -5% | -0.5 | 74 | 9% | Dengue-2 NS5 capping pilot replicate=-2.1
CCn1c2ccccc2c2cc(NC(=O)Nc3ccc([N+](=O)[O-])cc3C)ccc21 | / | / | 0.2% | -1% | / | / | / | 11 | 96 | -4%
Cc1ccc(SCC(=O)Nc2cccc(S(=O)(=O)N3CCOCC3)c2)cc1C | 0.6% | / | / | / | 5% | 0.0%[50 µM] | -7% | 1.7 | 55 | /
CCC1=NN(C(=O)Cc2ccc(OC)cc2)C(O)(C(F)(F)F)C1 (stereo unspecified) | 2.3% | 5% | -0.6% | -1% | 3% | 0.0% | 0% | -1.1 | 49 | -5%
COc1ccc(C)cc1S(=O)(=O)Nc1ccc2c(c1)OCCO2 | 0.4% | -5% | -1.4% | -2% | 5% | 0.1% | -1% | -0.5 | 62 | 10% | Dengue-2 NS5 capping pilot replicate=-3.0
CCN(CC)S(=O)(=O)c1ccc(Cl)c(NC(=O)COC(=O)C2CCCCC2)c1 | 1.4% | / | / | / | 4% | 0.6%[50 µM] | -4% | -0.2 | 58 | /
CC1CC(C)CN(S(=O)(=O)c2ccc3c(c2)CCN3C(=O)CCC(=O)O)C1 (stereo unspecified) | 1.1% | 7% | 0.5% | -3% | 5% | -0.1% | -1% | 1.3 | 58 | 0%
COc1ccc(CNc2nc(SCc3cc(=O)n4cc(Cl)ccc4n3)nc3ccccc23)cc1 | 15% | 16% | -0.7% | -5% | 0% | 0.7% | 2% | 7.0 | 51 | 7%
O=C(COc1ccc2c(c1)OCO2)NCc1cccs1 | / | / | / | / | 3% | 1.0% | -4% | -0.5 | 44 | /
O=C(COC(=O)COc1ccccc1)Nc1ccccc1OC(F)F | 0.3% | 8% | 0.2% | -1% | 12% | 0.7% | 3% | 0.1 | 28 | -2%
N=c1sccn1CC(=O)Nc1cc(S(=O)(=O)N2CCCC2)ccc1Cl | 0.1% | 1% | -0.6% | -2% | -1% | 0.6% | -3% | -0.5 | 54 | -5%
COCCN(C(=O)COC(=O)Cc1cccc(OC)c1)c1c(N)n(CC(C)C)c(=O)[nH]c1=O | -1.3% | 5% | / | / | 1% | 1.1%[50 µM] | -4% | -1.1 | 53 | /
N/C(CSc1ccc(Cl)cc1)=N\NC(=O)c1ccncc1 | 4.1% | 7% | -0.9% | -4% | 9% | -0.4% | -1% | 1.3 | 42 | -1%

Following part
SMILES | RSV antiviral HEp-2 | Large T inhibition | West Nile virus CPE | SIAH1 antagonists | MgcRacGAP inhibition | UTI89 phage lysis | Dengue-2 NS5 capping | NTR1 agonist | NTR1 agonist cell count 20 µM | AID2073 | others
C[C@@]12C(=O)Nc3ccc(Cl)cc3C(=O)N1[C@H]1c3cc(Br)ccc3OC[C@@H]1[C@@H]2c1ccccc1 | / | / | / | / | 8% | 1.6% | 0% | -2.8 | 52 | /
O=[N+]([O-])c1cccc(CSc2nnc(Cc3ccccc3)n2-c2ccc(F)cc2)c1 | 12% | 11% | -1.3% | 20% | 5% | 4.5% | -3% | 5.2 | 48 | -3%
Fc1ccccc1COc1ccc(C(=S)N2CCCC2)cc1 | 5.9% | 25% | -1.6% | 2% | -4% | 0.3% | -5% | 1.9 | 56 | -3%
CC(=O)NNC(=O)c1nc(-c2ccccc2)c(C)o1 | / | 3% | 0.6% | -2% | -8% | -0.1% | 2% | 0.7 | 58 | 23%
CCCNC(=O)Cn1nc([N+](=O)[O-])c([N+](=O)[O-])c1C | 3.0% | 7% | -0.4% | -6% | 4% | 3.2% | -1% | -0.1 | 38 | 8%
CCn1c(=O)c(C(=O)Nc2ncccc2C)c(O)c2ccccc21 | 3.3% | 2% | -0.4% | 2% | 11% | -0.1% | -9% | 1.7 | 100 | -3%
CC(C)(O)C(=O)NN(C(=O)c1ccccc1)c1ccc2ccccc2c1 | 0.3% | 2% | -0.3% | -3% | 3% | 0.1% | 4% | -1.3 | 34 | 10%
O=C(OCCOc1cccc(Cl)c1)c1cc(S(=O)(=O)N2CCOCC2)ccc1F | 0.1% | 12% | / | / | 1% | 0.8%[50 µM] | -3% | 9.0 | 35 | /
COc1ccc(CCNC(=O)Cn2cnc3c(cnn3-c3ccccc3Cl)c2=O)cc1OC | 0.6% | 4% | -0.3% | 0% | 5% | -1.2% | -6% | 0.6 | 77 | -7%
CCN=C1SC(CC(=O)NCCc2ccc(OC)cc2)C(=O)N1CC (stereo unspecified) | 0.8% | 10% | -0.5% | 3% | 4% | 0.3% | -2% | 0.1 | 87 | 0%
Cc1ccc(NS(=O)(=O)c2ccc(NC(=O)c3cccc(NC(=O)C(C)C)c3)cc2)cc1 | 9.3% | -5% | -0.1% | 5% | 0% | 6.0% | -1% | 13 | 57 | 12%
Cc1ccc(Cn2ccc(NC(=O)c3nn(C)cc3[N+](=O)[O-])n2)cc1 | 15% | 5% | 18% | -4% | 7% | 0.3% | -6% | 6.5 | 71 | 29%
CC(=O)Nc1ccc(C(=O)NNC(=O)c2ccccc2-n2cccc2)cc1 | 0.7% | / | / | / | 0% | 0.5%[50 µM] | 1% | 0.1 | 40 | /
CCc1nn(CC(=O)N2CCN(C)CC2)c(=O)c2cccn12 | 1.3% | 8% | 0.0% | 14% | 13% | 1.3% | 1% | 1.0 | 104 | 1%
Cc1ccc(Nc2nc(N)nc(CSc3nccn3C)n2)cc1 | -0.5% | 9% | 0.5% | 32% | 6% | 5.7% | 2% | -0.5 | 55 | 0%
N#CC1=C(N)N=C(SCc2cccc3ccccc23)C(C(N)=O)C12CCCCC2 (stereo unspecified) | 12% | 4% | -1.0% | 0% | 8% | 0.1% | -6% | 30 | 71 | -1%
CC1CN(CCOc2ccccc2[N+](=O)[O-])CC(C)O1 (stereo unspecified) | -1.9% | 24% | -0.7% | 10% | 19% | 0.2% | -4% | -2.0 | 63 | -2%
Cc1ccc(/C=N/N=C2/NC(=O)C(CC(=O)N3CCOCC3)S2)cc1 (stereo unspecified) | 5.1% | 8% | -0.1% | -8% | 18% | 0.2% | -8% | -0.9 | 62 | 6%
CCCc1nnc(NC(=O)C2CCCO2)s1 (stereo unspecified) | 0.5% | 2% | 0.3% | 2% | -5% | -0.1% | -4% | -0.6 | 88 | -12%
Cc1ccc(-c2csc3ncnc(Nc4ccc(N5CCOCC5)cc4)c23)cc1 | 2.7% | 10% | 0.1% | -2% | 8% | -0.2% | -13% | -0.2 | 62 | 16%
COc1ccc(OCc2nnc(SC(C)C(=O)Nc3nccs3)n2-c2ccccc2)cc1 (stereo unspecified) | -0.4% | 2% | -0.8% | 0% | -6% | 4.9% | 5% | 1.1 | 49 | -4%
Cc1ccccc1OCC(=O)Nc1nnc(COc2ccccc2)s1 | 4.5% | 12% | 0.0% | 2% | 7% | 0.0% | -8% | 1.4 | 54 | 4%
COc1ccccc1Nc1nc(C)cs1 | 2.9%&1.5% | 13%&5% | 0.2%&-0.1% | 1%&4% | 0%&1% | 0.7%&-0.1% | -19%&2% | 0.3&-2.1 | 79&76 | -17%&4%
Cc1ccc(/C=N/NC(=O)Cc2ccc(O)cc2)s1 | 2.1% | 27% | -0.2% | 9% | 19% | 0.3%[50 µM] | 1% | 2.1 | 67 | 12%
COc1cccc(C(=O)NC(=S)Nc2nnn(C)n2)c1 | 3.4% | 6% | -0.1% | 1% | 1% | -12% | -4% | 0.6 | 43 | -17%

Structural class, the compounds so far with an aryl thioether with sulfur outside any ring
SMILES | RSV antiviral HEp-2 | Large T inhibition | West Nile virus CPE | SIAH1 antagonists | MgcRacGAP inhibition | UTI89 phage lysis | Dengue-2 NS5 capping | NTR1 agonist | NTR1 agonist cell count 20 µM | AID2073 | others
Cc1ccc(SCC(=O)Nc2cccc(S(=O)(=O)N3CCOCC3)c2)cc1C | 0.6% | / | / | / | 5% | 0.0%[50 µM] | -7% | 1.7 | 55 | /
COc1ccc(CNc2nc(SCc3cc(=O)n4cc(Cl)ccc4n3)nc3ccccc23)cc1 | 15% | 16% | -0.7% | -5% | 0% | 0.7% | 2% | 7.0 | 51 | 7%
N/C(CSc1ccc(Cl)cc1)=N\NC(=O)c1ccncc1 | 4.1% | 7% | -0.9% | -4% | 9% | -0.4% | -1% | 1.3 | 42 | -1%
O=[N+]([O-])c1cccc(CSc2nnc(Cc3ccccc3)n2-c2ccc(F)cc2)c1 | 12% | 11% | -1.3% | 20% | 5% | 4.5% | -3% | 5.2 | 48 | -3%
Cc1ccc(Nc2nc(N)nc(CSc3nccn3C)n2)cc1 | -0.5% | 9% | 0.5% | 32% | 6% | 5.7% | 2% | -0.5 | 55 | 0%
COc1ccc(OCc2nnc(SC(C)C(=O)Nc3nccs3)n2-c2ccccc2)cc1 (stereo unspecified) | -0.4% | 2% | -0.8% | 0% | -6% | 4.9% | 5% | 1.1 | 49 | -4%
